IDE cell inh = cellular human IDE inhibition; AID 434962; inhibition, % at 5.59 µM; 0.41% of 320,000 active; HEK cells, FAbetaB cleavage, fluorescence polarization; P14735;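 active = percent inhibition above the average of all tested compounds plus 3 SD, set per screening campaign, cut at about 16% in these data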;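 note: IDE supplied by intact live HEK cells; FP after avidin binding of uncleaved biotin substrate so inhibition keeps polarization high; 0% = DMSO wells and 100% = 60 µM reference IDE inhibitor Ii1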
Target sequence (P14735 whole entry, looked up): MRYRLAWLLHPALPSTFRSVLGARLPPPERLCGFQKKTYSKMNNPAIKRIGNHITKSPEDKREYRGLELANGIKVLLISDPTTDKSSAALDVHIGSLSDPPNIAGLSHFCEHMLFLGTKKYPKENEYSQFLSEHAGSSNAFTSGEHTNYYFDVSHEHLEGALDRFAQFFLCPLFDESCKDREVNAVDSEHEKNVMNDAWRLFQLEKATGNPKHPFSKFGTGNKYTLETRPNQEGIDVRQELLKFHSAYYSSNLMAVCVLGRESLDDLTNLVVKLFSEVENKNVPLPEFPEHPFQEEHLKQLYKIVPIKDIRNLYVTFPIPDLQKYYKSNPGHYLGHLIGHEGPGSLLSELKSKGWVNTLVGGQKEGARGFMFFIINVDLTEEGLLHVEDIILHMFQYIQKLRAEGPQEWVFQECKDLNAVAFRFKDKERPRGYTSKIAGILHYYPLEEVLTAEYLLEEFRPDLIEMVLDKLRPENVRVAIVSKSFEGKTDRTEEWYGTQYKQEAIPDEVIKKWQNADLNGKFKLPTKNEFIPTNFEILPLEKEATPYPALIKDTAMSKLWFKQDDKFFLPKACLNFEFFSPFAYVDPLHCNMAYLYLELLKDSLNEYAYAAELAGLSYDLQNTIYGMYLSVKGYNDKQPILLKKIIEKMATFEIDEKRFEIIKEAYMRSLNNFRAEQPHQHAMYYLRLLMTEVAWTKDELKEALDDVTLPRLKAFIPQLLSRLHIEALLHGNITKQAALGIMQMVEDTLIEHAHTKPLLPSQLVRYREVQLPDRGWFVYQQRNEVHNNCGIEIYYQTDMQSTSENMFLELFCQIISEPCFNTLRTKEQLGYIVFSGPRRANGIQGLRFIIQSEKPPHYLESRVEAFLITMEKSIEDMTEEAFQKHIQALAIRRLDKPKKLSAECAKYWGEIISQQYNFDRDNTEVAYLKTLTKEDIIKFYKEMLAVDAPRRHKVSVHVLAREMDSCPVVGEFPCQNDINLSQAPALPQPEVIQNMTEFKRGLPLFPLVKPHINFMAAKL
IDE act = activators of human insulin-degrading enzyme in cells; P14735; HEK cells, FAbeta-B cleavage, fluorescence polarization; 0% vehicle, 100% cell-free pure enzyme wells; activation, % at 5.96 µM; 0.073% of 340,000 active;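 active = activation above the mean of all tested compounds plus 3 SD, set per screening campaign, cut at about 17% in these data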
IMP-1 inhibitor = inhibitors of Pseudomonas aeruginosa IMP-1 metallo-beta-lactamase. purified IMP-1, nitrocefin hydrolysis, epi-absorbance fluorescence. inhibition, % at 5.6 µM. 0.45% of 290,000 active. AID 1556;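 active = inhibition above the mean plus 3 SD of all compounds in the same screening run, cut at about 4.5% in these data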;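 note: 0% = IMP-1 with DMSO and 100% = DMSO wells lacking enzyme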
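System: Purified IMP-1 | Read-out basis: Percent enzyme inhibition | Controls: IMP-1 with DMSO as 0%, enzyme-free DMSO as 100% | Replicates: One well per compound | Doses: 5.6 µM nominal single concentration | Detection: Epi-absorbance fluorescence, 480 nm excitation, 530 nm emission | Incubation: 25 °C, 15 min preincubation, 25 min reaction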
VIM-2 inhibitor = inhibitors of Pseudomonas aeruginosa VIM-2 metallo-beta-lactamase | purified VIM-2, nitrocefin hydrolysis, epi-absorbance fluorescence | inhibition, % at 5.6 µM | 0.89% of 290,000 active;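 active = inhibition above the mean of all tested compounds plus 3 SD, cutoff set per screening run, cut at about 7.5% in these data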;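 note: red hydrolysis product quenches plate fluorescence so inhibitors raise well fluorescence; 0% = enzyme with DMSO and 100% = DMSO without enzyme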
SUMO HTRF inh = SUMOylation inhibition. P63279. HTRF SUMOylation assay, SAE1/SAE2 + UBC9, in vitro. inhibition, % at 35 µM. 0.36% of 290,000 active; in the data active = inhibition above about 50%, passing the limit was not always enough; note: strong numbers were not always called active
HCV NS3 hel inh = blocks Hepatitis C virus NS3 helicase unwinding. 0.56% of 290,000 active. AID 1800. inhibition, % at 10.9 µM. NS3 helicase DNA unwinding, Cy5 molecular beacon fluorescence;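 active = inhibition above the mean of all tested compounds plus 3 SD, set per campaign, cut at about 35% in these data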;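 note: 0% = DMSO wells and 100% = thioflavine S control wells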
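Assay system – hepatitis C virus NS3 helicase domain fragment enzyme · Buffer or medium – MOPS pH 6.5, MgCl2, DTT, Tween20, BSA · Reagent – Cy5/quencher beacon DNA duplex and ATP to start · Compound – single 10.9 µM dose · Timing – 1 h at 25 °C · Technique – Cy5 beacon fluorescence read at start and 1 h · Measure – % inhibition of unwinding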
pCIP destab = lowers stability of the mouse p/CIP coactivator protein | 0.01% of 290,000 active | AID 1984 | F442A p/CIP-EGFP cells, EGFP fluorescence, 16 h | decrease of EGFP signal, % at 10 µM | Q05BA5;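 active = EGFP signal decrease of at least 30% at 10 µM or well 3 SD below plate mean, unless failing retest; inactive = the rest, including hits failing retest or dose response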; note: some compounds called inactive have numbers as strong as hits; many of its hits are not listed in these tables
GalR3 antag = antagonists of human GalR3. O60755. HEK293 GalR3-CNG cAMP membrane potential fluorescence; galR3 body fused to GalR1 C-terminus. inhibition, % at 3 µM. 0.44% of 360,000 active. AID 651719;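 active = inhibition above the screen-wide average plus 3 SD, cut at about 13% in these data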;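 note: forskolin and galanin both at EC90 stimulate the cells; cAMP rise reported by CNG channel membrane potential dye signal; 0% = forskolin plus galanin with DMSO and 100% = forskolin alone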
CRFR2-BP antag = antagonists of CRF-binding protein/CRF-R2 receptor complex; inhibition, % at 11.8 µM; AID 588475; HEK293 CRF-R2/CRF-BP, CRF-induced calcium fluorescence; 0.59% of 350,000 active;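 active = inhibition of the ligand-induced calcium signal above about 50% at the single tested concentration, limit read from the data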
Active calls of the source: *; . = not tested or not shown.

Second line of a record – GalR3 antag	SUMO HTRF inh	pCIP destab	HCV NS3 hel inh	IDE act	VIM-2 inhibitor	IMP-1 inhibitor	IDE cell inh	CRFR2-BP antag
1	COc1ccc(NC(=O)Nc2ccc(F)cc2)c(C)c1
  -2	7	-10	-2	0	1.4	-0.6	9	28
2	CCN(CC)c1cc(C)c2cc(NC(=O)c3ccccc3OC)ccc2n1
  -2	-1	0	0	2	-1.1	0.0	2	-10
3	COc1ccc(C(=O)Nc2c(N)nc(SCC(=O)N3CCC(C)CC3)[nH]c2=O)cc1OC
  .	6	-7	10	6	-3.1	-3.5	-1	29
4	Cc1cc(NC(=O)CSc2ccc3nnc(CCNC(=O)c4ccccc4)n3n2)no1
  -4	7	-1	6	-6	-2.6	-3.1	4	-4
5	O=C(Nc1ccc2c(c1)C(=O)NC2=O)c1cccc(C(F)(F)F)c1
  0	12	-5	25	0	2.2	1.1	-1	-23
6	COc1ccc(C2C(C(=O)N3CCC(C(N)=O)CC3)CC(=O)N2c2ccc(OC)cc2)cc1 (stereo unspecified)
  0	0	-1	-5	1	-0.3	-1.6	-4	-10
7	Cc1n[nH]c(C)c1S(=O)(=O)N1CCCC(C(=O)NC2CCCCC2)C1 (stereo unspecified)
  -5	15	-3	-9	-1	-1.7	-2.6	3	-1
8	c1ccc(NCCCNc2ccccc2)cc1
  0	10	-9	-9	-4	0.4	-4.7	-3	1
9	CC[C@@]1(C(=O)OC)N[C@H](CN(C)C(=O)c2ccc(C)cc2)[C@@H]2C(=O)N(Cc3ccccc3)C(=O)[C@@H]21
  -6	.	.	.	6	.	.	0	5
10	O=C(Cc1ccccc1)N1CCN(C(=O)c2cccs2)CC1
  -5	-4	-4	1	1	-1.9	-4.1	-1	1
11	O=C(NCCS(=O)(=O)c1ccc(Cl)cc1)c1ccc(F)cc1
  11	17	3	6	4	0.5	-3.0	-1	3
12	Cc1ccc(Oc2nnc(-c3ccccc3)c3ccccc23)cc1
  -8	-22	-7	4	3	2.2	0.1	-2	8
13	OCCNc1nc(OCC(F)(F)F)nc(N2CCN(C34CC5CC(CC(C5)C3)C4)CC2)n1
  -2	8	-3	1	-4	0.1	-1.5	0	-1
14	COc1ccc(/C(C)=N/Nc2ccc(C(=O)O)cc2)c(OC)c1
  0	8	3	-6	0	-3.2	-2.4	5	-47
15	CS(=O)(=O)c1ccc(Cl)c(NC(=O)COC(=O)COc2ccc3c(c2)CCC3)c1
  -2	.	.	.	5	.	.	5	4
16	Cn1cc(CNC(=O)Nc2ccc3c(c2)OCO3)cn1
  -1	4	-10	-1	8	-2.2	0.1	0	-22
17	O=C1N(c2ccccc2)C2CS(=O)(=O)CC2N1c1ccc(Cl)c(Cl)c1 (stereo unspecified)
  1	-10	2	-3	0	-1.1	-1.2	1	-27
18	Cc1ccc(C(=O)n2c(N)nc3ccccc32)cc1
  -6	22	-14	9	10	-1.1	-4.9	-3	-1
19	CCC(Sc1ncccc1C(=O)OCCN1CCCC1=O)C(=O)NCc1ccco1 (stereo unspecified)
  -7	9	-19	5	0	-0.9	-4.8	1	13
20	COc1ccc2c(-c3ccccc3)cc(SCC(=O)NC(N)=O)nc2c1
  -8	16	-33	-6	26*	-1.4	-2.6	5	12
21	CCOc1ccc(NC(=O)CC2C(=O)Nc3ccccc3N2C(=O)c2ccccc2)cc1 (stereo unspecified)
  3	12	-4	0	2	-0.1	-0.1	-2	-13
22	COc1ccccc1NC(=O)c1c([N+](=O)[O-])c(C(C)(C)C)nn1C
  3	-12	13	-12	-2	0.1	-2.5	11	-7
23	Cn1c(=O)n(Cc2ccccc2Cl)c(=O)c2c1[nH]c(=S)n2C
  -11	-7	15	-11	-13	-2.4	-1.0	6	10
24	Cc1ccc(O)c(N=Nc2ccc(S(=O)(=O)N3CCOCC3)cc2)c1
  7	-6	-12	-14	2	-6.6	-2.9	-5	6
25	COc1ccc(-c2coc3cc4oc(=O)cc(-c5ccccc5)c4cc23)cc1F
  0	-8	-16	8	5	-1.5	-1.9	-1	19
26	CC12CCC(C(=O)Nc3ccc(Br)cn3)(OC1=O)C2(C)C (stereo unspecified)
  -5	-10	-2	-1	.	-5.1	-2.3	8	7
27	COC(=O)CCSCC(=O)N1N=C(c2ccc(OC)cc2)CC1c1cccc(OC)c1OC (stereo unspecified)
  -4	-30	12	-4	6	-3.7	-2.7	5	-1
28	CC(C)C(=O)NC(c1cccc([N+](=O)[O-])c1)c1ccc2cccnc2c1O (stereo unspecified)
  -3	-9	4	22	-4	-2.7	-0.6	6	-8
29	CCCCN(CCCC)CC(O)COc1ccccc1C(=O)Nc1ccccc1 (stereo unspecified)
  -11	5	7	-16	9	-2.5	-2.9	-3	-23
30	O=C(Nc1cccc(C(F)(F)F)c1)c1cc2c(s1)-c1ccccc1OC2
  2	13	8	-6	2	-1.0	-0.8	7	-22
31	CS/C(N)=N/N=C/c1ccc([N+](=O)[O-])cc1
  -3	8	3	-10	10	-2.2	0.3	-3	32
32	Cn1c(=O)c2c(ncn2CCOc2cccc(Br)c2)n(C)c1=O
  -10	6	-8	6	-8	-1.0	-2.2	1	-5
33	Cc1cccc(NC(=O)Nc2ccc(C#N)cc2)n1
  2	13	-4	6	3	-0.6	-1.0	-1	-24
34	CCN(CC)C(=O)CC(c1cc(OC)c(OC)c(OC)c1)c1c(OC)cc(OC)c2ccc(=O)oc12 (stereo unspecified)
  -3	22	-2	.	4	.	.	3	23
35	Cn1c(=O)oc2cc(S(=O)(=O)Nc3ccccc3F)ccc21
  -10	5	7	2	-2	-1.1	-2.5	3	6
36	COc1cccc(C(=O)NCCC2=CCCCC2)c1OC
  -6	-13	-8	-10	0	-2.7	0.4	2	11
37	CC(C)NS(=O)(=O)c1ccc(OCC(=O)Nc2ccc(F)cc2F)cc1
  .	8	2	-7	-3	-2.9	-5.4	2	-13
38	CN1CCCC(C#CC(O)(c2ccccc2)c2ccccc2)C1 (stereo unspecified)
  -4	8	-9	0	6	-1.6	-2.9	-3	2
39	COc1ccc(C(=O)NCc2ccc(C)cc2)cc1S(=O)(=O)N1CCCC1
  -4	.	.	.	3	.	.	0	4
40	CCC[C@@H]1CCCC/C=C\CCCC(=O)OCCN1C(=O)OC(C)(C)C
  0	.	.	.	-1	.	.	0	-20
41	CC1CCC(NC(=O)CN2C(=O)NC3(CCCCCC3)C2=O)CC1 (stereo unspecified)
  4	.	.	.	0	.	.	-3	-7
42	O=C(O)c1cc(NC(=O)c2ccccc2[N+](=O)[O-])ccc1O
  -4	3	3	7	6	-4.2	-1.9	-1	11
43	CC1=C(C(=O)Nc2ccccc2)C(c2ccccc2[N+](=O)[O-])NC(=O)N1 (stereo unspecified)
  -4	21	-14	1	3	-2.4	-2.4	-1	4
44	O=C(Nc1ccccc1)C1CCCN1C(=O)Nc1ccccc1[N+](=O)[O-] (stereo unspecified)
  -3	14	-7	-5	-3	0.8	-2.0	-4	34
45	CC1=NN2C(=N)/C(=C\c3cc(C)n(Cc4ccccc4)c3C)C(=O)N=C2S1
  -2	16	-4	-3	.	-3.1	-4.0	7	-19
46	CCCn1nnnc1NCc1ccccc1OCc1ccc(F)cc1
  -4	-8	-6	3	2	0.2	-2.4	6	3
47	N#Cc1ccc(S(=O)(=O)N2CCC(C(=O)N3CCN(Cc4ccc5c(c4)OCO5)CC3)CC2)cc1
  -6	.	.	.	-1	.	.	2	2
48	O=C(O)CCC(=O)N(Cc1ccco1)C1CC(=O)N(c2ccccc2)C1=O (stereo unspecified)
  -3	13	-1	-1	6	-2.3	-0.8	1	-3
49	CC(=O)C1=C(C)NC(C)=C(C(C)=O)C1c1ccc(-c2ccccc2Cl)o1
  -6	-6	-6	13	-1	-3.1	-2.3	.	9
50	Cc1ccc(S(=O)(=O)N2CCCCC2)cc1C(=O)NCCCN1CCOCC1
  -2	4	-9	2	-6	-3.6	-3.1	4	-13

Next compounds follow.
Second line of a record – GalR3 antag	SUMO HTRF inh	pCIP destab	HCV NS3 hel inh	IDE act	VIM-2 inhibitor	IMP-1 inhibitor	IDE cell inh	CRFR2-BP antag
51	Cn1nc(C(=O)OCC(=O)Nc2ccccc2OC(F)F)c2ccccc2c1=O
  -5	.	.	.	3	.	.	-2	-13
52	CCOC(=O)C1(Cc2cccc(Cl)c2)CCCN(C(=O)c2cc(C)n(C)n2)C1 (stereo unspecified)
  -1	18	4	-4	3	-2.7	-4.4	6	5
53	COc1ccc(NC(=O)NNS(=O)(=O)c2ccc(OC)c(OC)c2)c(OC)c1
  -4	12	2	0	4	1.4	-2.1	-3	-7
54	COC(=O)c1sc(NC(=O)c2cc(-c3ccccc3)nc3ccccc23)c(C#N)c1C
  7	3	1	10	3	1.4	-2.0	-4	21
55	Cc1cc(NS(=O)(=O)c2ccc(NC(=O)CSc3nnc(-c4ccco4)n3N)cc2)nc(C)n1
  -3	8	-5	14	0	-3.2	-4.5	0	20
56	Cc1cccc(-n2nc3c(c2NC(=O)CCCl)CSC3)c1
  -8	16	-2	18	4	1.9	-0.7	-1	-15
57	Cc1cccc2cc(CN(CCCN(C)C)C(=S)NCCc3ccccc3)c(=O)[nH]c12
  -7	-4	2	-44	2	-0.5	-0.2	-1	-24
58	O=C1CSC(c2ccccn2)N1c1ccc(C(F)(F)F)cc1 (stereo unspecified)
  -4	20	-3	0	2	-3.8	-3.0	9	10
59	Cc1cc(=O)[nH]c(SCC(=O)Nc2nc3ccccc3s2)n1
  -3	5	21	-3	-1	-0.7	-0.5	12	-7
60	O=C(c1ccc(S(=O)(=O)Nc2ccccc2)cc1)N1CCOCC1
  -2	-1	5	6	-1	-1.2	0.0	-6	-25
61	NC(=S)N/N=C/c1ccc(-c2ccc(SC(F)F)cc2)o1
  0	9	-6	26	-4	-0.9	-1.9	9	58*
62	COc1ccc(S(=O)(=O)N(C)C[C@H]2Oc3c(NC(=O)Nc4c(C)noc4C)cccc3C(=O)N([C@H](C)CO)C[C@@H]2C)cc1
  -3	.	.	.	-1	.	.	6	10
63	Cc1ccc(CNC(=O)c2ccc(N3CCC4(CC3)CC(c3ccccc3)=NO4)c(N)c2)cc1
  -3	18	-19	-9	6	-1.9	-2.4	-4	3
64	S=c1[nH]nc(-c2ccccn2)n1/N=C/c1cccs1
  0	6	-6	-3	4	-0.6	-4.0	-8	11
65	CCCc1cc(=O)[nH]c(SCC(=O)Nc2sc3c(c2C(N)=O)CCCC3)n1
  -4	.	.	.	-4	.	.	2	-11
66	CCCCN(C)Cc1c(O)ccc2c(=O)c(-c3ccccc3OC)coc12
  -10	36	-4	1	1	-2.4	-2.2	8	3
67	O=C(Nc1ccc2c(c1)CCCN2C(=O)c1cccs1)c1cccc(F)c1
  -5	7	-3	5	-7	0.4	1.0	5	6
68	COc1ccc(CCN2Cc3c(N)cccc3C2=O)cc1OC
  -10	8	-3	11	4	-1.7	-1.7	-3	-3

Source: PubChem
